FLuc stim CS: affects firefly luciferase, flagging false hits in luciferase stimulation screens | P08659 | ATPlite luciferase biochemical, luminescence, 10 min; 0 = ATP-free wells, 1 = DMSO control | activation factor at 10 µM | 200,000 tested, under 10 active | AID 1027;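 active = luciferase activation factor, scaled between plate controls, of at least 2 with compound at 10 µM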
Target sequence (P08659 whole entry, looked up): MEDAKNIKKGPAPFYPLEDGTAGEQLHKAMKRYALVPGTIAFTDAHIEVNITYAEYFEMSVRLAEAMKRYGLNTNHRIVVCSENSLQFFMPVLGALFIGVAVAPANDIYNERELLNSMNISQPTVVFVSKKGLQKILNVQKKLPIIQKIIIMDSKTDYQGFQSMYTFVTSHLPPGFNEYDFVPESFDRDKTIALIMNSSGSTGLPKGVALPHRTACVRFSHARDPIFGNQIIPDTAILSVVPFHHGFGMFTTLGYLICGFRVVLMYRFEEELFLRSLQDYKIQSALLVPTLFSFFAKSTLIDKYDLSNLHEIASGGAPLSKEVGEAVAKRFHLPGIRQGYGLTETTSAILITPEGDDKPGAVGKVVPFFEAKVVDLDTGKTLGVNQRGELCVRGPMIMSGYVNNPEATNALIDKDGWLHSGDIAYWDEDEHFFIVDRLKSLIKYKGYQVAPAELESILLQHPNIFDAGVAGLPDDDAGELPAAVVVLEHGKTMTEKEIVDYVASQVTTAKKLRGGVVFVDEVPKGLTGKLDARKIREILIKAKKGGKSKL
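Assay system: Luciferase/luciferin reagent mix; Medium: PBS as buffer for the ATP substrate; Dosing: test compounds dosed from 2 mM stocks in 100% DMSO; Times: 10 min, room temperature; Signal: luminescence from luciferase reaction; Read-out: luciferase activation; Controls: No-ATP low control, compound-free enzyme-plus-ATP high control.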
NF-kB expr up: compounds increasing NF-kB expression in human neuronal cells; AID 1239; NF-kB reporter expression; active compounds read high; 1.6% of 190,000 active; fold change at 12.5 µM; in the data active = fold change above about 3.3
STAT3 activator: STAT3 signaling activation. U3A cells, IL-6 STAT3-luciferase reporter, luminescence; 100% = signal with IL-6 EC80 alone. activation (% of control), % at 5.6 µM. 0.91% of 190,000 active. AID 871;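 active = activation above the screen-wide mean of compound activation plus 3 SD, cut at about 130% in these data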;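 note: 0% = background luminescence of wells with medium and substrate only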
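Material: STAT1-lacking human U3A cells, STAT3 luciferase reporter | Benchmarks: IL-6-only wells as 100% reference | Probe or stimulus: IL-6 (33 ng/mL) | Timing: Compound 1 h, then IL-6 6 h at 37 °C | Detection: Luminescence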
STAT1 inh: reduces IFN-gamma driven STAT1 reporter signal; NIH 3T3 STAT1-luciferase reporter, luminescence; inhibition, % at 5.5 µM; 0.35% of 200,000 active; AID 920;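 active = inhibition above a set limit, the mean inhibition across all tested compounds plus 3 SD, cut at about 34% in these data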;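 note: 0% = IFN-gamma with DMSO and 100% = IFN-gamma with 300 µM nifuroxazide; values of inactives mirror those of a sister screen read the other way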
APP 5UTR inh: APP translation inhibition; AID 1285; 0.82% of 190,000 active; inhibition, % at 2 µM; SH-SY5Y APP 5'UTR-luciferase reporter, luminescence;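 active = inhibition above a set limit, derived from the sample mean plus 3 SD, cut at about 45% in these data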; note: values of inactives mirror those of a sister screen read the other way
APP 5'UTR act: activates APP 5'UTR luciferase reporter; SH-SY5Y APP 5'UTR luciferase reporter, luminescence; zero percent = DMSO vehicle wells; activation, % at 2 µM; AID 1276; 1% of 190,000 active;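 active = activation above a set limit, based on mean plus 3 SD of controls, cut at about 140% in these data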; note: values of inactives mirror those of a sister screen read the other way
ROMK primary: modulators of human ROMK potassium channel; Tet-inducible ROMK, thallium flux fluorescence; actives lie on both sides; P48048; AID 1918; 2% of 130,000 active; B-score at 10 µM;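 active = signal ratio slope over the read window, or its plate-corrected B-score, at least 3 SD from the plate mean, either direction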;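 note: B-score of the F/F0 ratio slope over 7 to 12 s after thallium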
Target sequence (P48048 whole entry, looked up): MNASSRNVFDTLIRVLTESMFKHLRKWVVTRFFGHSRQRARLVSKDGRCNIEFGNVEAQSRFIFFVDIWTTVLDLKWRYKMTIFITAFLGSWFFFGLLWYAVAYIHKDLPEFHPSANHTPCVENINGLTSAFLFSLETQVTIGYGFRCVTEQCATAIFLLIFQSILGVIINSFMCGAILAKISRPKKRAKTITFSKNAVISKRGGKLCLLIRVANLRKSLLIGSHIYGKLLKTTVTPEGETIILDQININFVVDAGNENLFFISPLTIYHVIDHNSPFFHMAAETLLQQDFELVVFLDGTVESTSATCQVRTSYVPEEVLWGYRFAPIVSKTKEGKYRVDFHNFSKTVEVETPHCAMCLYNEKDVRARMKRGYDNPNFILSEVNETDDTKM
STAT1 activator: increases IFN-gamma driven STAT1 reporter signal; 2.6% of 200,000 active; activation (% of control), % at 5.5 µM; NIH 3T3 STAT1-luciferase reporter, luminescence; 100% = IFN-gamma alone, no compound;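 active = activation above the screen-wide mean activation plus 3 SD, cut at about 130% in these data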;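 note: raw ratio to IFN-gamma control signal so 100% means no change and 0% no light; values of inactives mirror those of a sister screen read the other way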
FLuc inh counter: inhibits firefly luciferase, flagging false hits in luciferase inhibition screens | AID 1006 | P08659 | ATPLite firefly luciferase biochemical luminescence, 10 min | 1.5% of 200,000 active | inhibition, % at 10 µM;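 active = inhibition above about 50% when tested at 10 µM, limit read from the data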
STAT3 blocker: STAT3 signaling inhibition; inhibition, % at 5.5 µM; U3A cells, IL-6 STAT3-luciferase reporter, luminescence; host cell line lacks STAT1; AID 862; 0.89% of 190,000 active;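 active = inhibition above the mean inhibition across all screened compounds plus 3 SD, cut at about 44% in these data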;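 note: 0% = DMSO only wells and 100% = 100 µM nifuroxazide control wells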
The depositor's hits bear a star; . = not tested or not shown.

molecule	FLuc stim CS	NF-kB expr up	STAT3 activator	STAT1 inh	APP 5UTR inh	APP 5'UTR act	ROMK primary	STAT1 activator	FLuc inh counter	STAT3 blocker
Cc1cc2cc(CNC(=O)C3CC3)ccc2n1C	1	1.22	100.0	-8.5	-3.4	3.4	.	107.8	1.1	3.5
COc1n[nH]c(C(=O)Nc2cc(F)ccc2C)c1[N+](=O)[O-]	1	1.22	83.2	6.6	-5.5	5.5	-0.594	94.2	-4.0	23.2
CC(=O)c1cccc(NC(=O)N2CCCC2C(=O)Nc2cccc(C)c2)c1 (configuration not stated)	1.1	1.12	91.8	2.5	6.8	-6.8	.	97.7	-9.1	13.4
O=C(COc1ccccc1[N+](=O)[O-])Nc1ccc2c(c1)OCO2	0.4	.	103.3	-54.0	-105.7	105.7	-0.426	150.1*	58.3*	2.4
O=C(CSc1nc(-c2ccccc2)nc2c1CCCC2)N1CCOCC1	1	0.83	94.0	-1.7	-8.3	8.3	.	101.5	-3.4	10.5
CNc1oc(/C=C/c2ccccc2)nc1C#N	0.8	5.3*	103.0	-60.0	-112.4	112.4	.	154.5*	21.5	-8.2
O=C(c1ccco1)N1CCN(c2ncnc3c2cnn3-c2ccccc2)CC1	1	1.59	100.8	-8.7	-15.5	15.5	0.239	108.0	-4.5	2.0
CC(=NCCCn1ccnc1)c1c(-c2ccccc2)[nH]n(-c2nc3ccccc3s2)c1=O	1	0.36	93.0	0.2	10.0	-10.0	-0.81	99.8	-2.7	14.7
Cc1ccc(NS(=O)(=O)c2ccc(CCC(=O)NC3CC3)cc2)cc1	1.1	1.17	104.2	3.0	1.5	-1.5	-0.485	97.3	-6.4	-8.3
CC1(C)Oc2ccc3ccc(=O)oc3c2/C(=C/Nc2cccc(O)c2)C1=O	1	0.67	72.7	5.0	18.8	-18.8	-0.0589	96.8	-2.0	36.2
Fc1ccc(CNCc2cccc(Br)c2)cc1	1	1.13	93.7	-3.7	-3.1	3.1	-1.31	103.2	-4.2	11.0
CCN(CC)C(=O)C(=O)N/N=C/c1ccc(C(=O)O)cc1	1	0.89	105.3	-0.4	-9.1	9.1	-0.166	100.3	1.6	-4.0
CCOc1ccc(NC(=O)CC2CC(C)(C)OC2=O)cc1 (configuration not stated)	1	1	102.3	3.2	-7.7	7.7	-0.0418	95.5	-1.9	1.6
Cc1onc(-c2ccccc2Cl)c1C(=O)NCCn1ccc2ccccc21	1.1	1.12	106.2	20.2	-4.0	4.0	.	81.6	-9.0	-3.4
CS(=O)(=O)Nc1ccc(C2=NN(C(=O)c3ccco3)C(c3cccc(F)c3)C2)cc1 (configuration not stated)	1	0.86	90.5	56.0*	-7.7	7.7	-0.039	47.5	-1.5	20.2
COc1cccc2sc(Nc3nnc(-c4ccc(F)cc4)o3)nc12	0.7	0.99	159.2*	-4.4	-10.1	10.1	.	104.0	27.8	-59.8
COc1ccc(CCC(=O)NC2=NCCS2)cc1OC	1.1	1.44	102.8	-1.9	-53.9	90.9	0.941	100.7	-7.0	3.1
CCc1ccc(N2C(=O)CC(c3ccc(F)cc3)C3=C2COC3=O)cc1 (configuration not stated)	1	1.42	101.3	4.8	-15.8	15.8	-0.0723	94.5	-3.2	2.0
O=C(Cn1cnc2c(nnn2Cc2ccccc2)c1=O)N1CCN(c2ccccc2)CC1	1	0.97	107.2	-6.9	4.3	-4.3	.	103.6	-4.1	-9.8
O=C(NN=C1CCCC1)c1sc2ccccc2c1Cl	0.9	1.3	90.3	6.7	-19.7	19.7	0.0025	93.0	6.8	21.2
COc1ccc(N=c2oc3ccc(OC)cc3cc2-c2nc3ccccc3[nH]2)cc1	1	2.63	142.7*	-29.5	-4.5	4.5	1.06	127.1	4.3	-46.4
Cc1ccc(CNC(=O)C2c3ccccc3C(=O)N3CCc4ccccc4C23)o1 (configuration not stated)	1	0.81	103.8	-2.7	0.9	-0.9	.	102.4	-2.0	0.8
OCCN1CCN(Cc2cc(Br)cc(Br)c2O)CC1	1.1	1	98.0	-6.3	-2.7	2.7	.	105.8	-10.5	6.1
COc1ccc(-n2c(=S)[nH]c3cc(C(=O)NCCCN4CCCC4=O)ccc3c2=O)cc1OC	1.1	0.96	102.3	7.6	-2.8	2.8	-0.13	93.0	-6.0	3.3
CCOC(=O)c1c(C)[nH]c(C(=O)Cn2nnc(-c3ccc(Cl)cc3)n2)c1C	1	1.03	95.5	0.1	-14.1	14.1	.	99.9	0.6	10.7
OCCN1CCN(CC(O)COCc2ccc3c(c2)OCO3)CC1 (configuration not stated)	1.1	1.15	98.6	-0.7	11.0	-11.0	.	100.6	-6.6	3.1
CCn1c(SCC(=O)Nc2ccc3c(c2)c2ccccc2n3CC)nnc1-c1ccco1	1	0.74	108.0	5.7	-2.5	2.5	.	94.8	-3.0	-4.8
CCCn1c(SCC#N)nc2c(c1=O)C1(CCCC1)Cc1ccccc1-2	1.1	1.31	105.9	1.0	-8.0	8.0	-0.314	99.1	-10.4	-3.7
Cc1cccc(N=C/C(C(=O)C(F)(F)F)=C(\O)c2ccco2)c1	0.8	4.8*	98.6	-69.8	-128.5	128.5	.	163.3*	23.5	6.8
N#Cc1ccc(Oc2nc(Nc3ccc(F)cc3)nc(N3CCCC3)n2)cc1	1	1.14	83.6	10.4	4.2	-4.2	.	90.4	-3.4	21.4
CS(=O)(=O)N(CC(=O)O)c1cc(Cl)cc(Cl)c1	1	1.16	100.2	2.2	-22.4	22.4	0.828	92.1	-2.0	1.9
COc1ccccc1-n1c(CCn2nc(C)c(Br)c2C)n[nH]c1=S	0.8	0.95	103.3	1.6	4.5	-4.5	.	98.6	17.2	-1.1
Cc1cc2cc(CNC(=O)Nc3ccc(Cl)c(Cl)c3)ccc2n1C	1	0.97	.	9.7	-14.4	14.4	.	90.0	-4.7	.
COc1cccc2c1C(=O)CC2NC(=O)C(F)(F)F (configuration not stated)	1	1.21	108.6	-5.4	-8.8	8.8	.	104.9	-4.4	-4.5
Cc1cccc2c1N1C(=O)c3c(C(=O)O)cccc3C1CC2C (configuration not stated)	1	1.01	101.2	2.4	-7.1	7.1	-0.00433	100.8	-0.1	0.7
C=CCn1c(NC)cc(=O)n(C)c1=O	1.1	1.52	104.5	-4.6	0.5	-0.5	.	104.2	-10.8	-1.4
CCOC(=O)Cc1csc(NC(=O)/C=C/c2cccc(Br)c2)n1	0.9	1.1	73.4	3.8	-1.8	1.8	.	95.5	5.7	33.5
Cc1nnc(SCC(=O)NCc2ccccc2)s1	1	0.85	93.7	1.0	2.2	-2.2	.	99.1	-2.9	11.3
Cc1ccnc(SCc2cc(=O)c(OC(=O)c3ccco3)co2)n1	1.1	0.98	101.6	0.1	21.5	-21.5	-0.513	99.9	-6.6	1.8
CC1CCN(C(=S)c2ccc([N+](=O)[O-])cc2)CC1	1.1	0.96	105.0	4.7	11.0	-11.0	.	95.7	-5.5	-0.1
COc1ccc(C(=O)NNC(=O)c2ccncc2)cc1	1	0.91	100.4	-4.2	10.4	-10.4	0.245	103.8	3.4	1.7
Cc1ccc2c(c1)CCCN2C(=O)Nc1ccc2c(c1)OCO2	1	1.42	99.8	-14.5	-115.8	115.8	.	113.3	-1.4	3.3
CCOC(=O)c1cnn(-c2nc(OCC)cc(OCC)n2)c1C	1	1.26	85.8	9.3	-0.6	0.6	.	91.8	-3.9	19.6
CCCC(c1nnnn1Cc1ccco1)N1CCN(C(=O)c2ccco2)CC1 (configuration not stated)	1	1.19	101.4	-11.5	-2.3	2.3	0.00919	110.7	-2.8	1.2
CSc1nnc(C)c(=O)n1COC(=O)COc1ccccc1F	1	1.12	101.1	-0.6	6.2	-6.2	-0.0273	99.8	-4.5	10.5
CCOc1cc(C(=O)OCc2ccc(C(=O)OC)o2)cc(Br)c1OC	1.1	1.28	95.2	10.1	9.6	-9.6	0.127	90.6	-8.2	9.5
Cc1ccc(CS(=O)(=O)c2ccc(C(=O)N3CCN(c4ccccn4)CC3)cc2[N+](=O)[O-])cc1	1.1	0.91	103.0	-1.1	-19.7	19.7	-1.43	99.1	-8.9	3.7
Cc1cc(C(=O)N/N=C/c2cc(Br)cc(Br)c2OC(=O)c2ccccc2)n[nH]1	1	1.55	99.5	7.1	31.1	-31.1	.	93.5	-3.6	-0.9
C=CCO/N=C/C1=C(O)C(C(=O)OC)C(C)(C)CC1=O (configuration not stated)	1	1.08	99.9	-9.2	-7.9	7.9	0.593	106.5	-3.0	3.6
CCNC(=S)NS(=O)(=O)c1ccc(C)cc1	1.1	0.94	95.2	-4.6	3.5	-3.5	.	104.2	-8.2	10.5
COc1ccc(Cc2nnc(SC)[nH]c2=O)cc1OC	1.1	0.97	94.1	4.3	-3.9	3.9	0.362	96.1	-6.4	14.4
COC(=O)c1cc(NC(=O)CSc2nnc(CN3CCOCC3)n2C)ccc1Cl	1.1	0.79	93.8	3.9	-3.9	3.9	.	96.4	-8.7	6.8
CC(C)c1nc(NCCO)c2nnn(Cc3ccccc3)c2n1	1	0.98	102.5	3.9	7.4	-7.4	.	94.5	-1.2	0.6
O=C(O)c1ccc(NCCc2ccc(Cl)cc2)c([N+](=O)[O-])c1	1	0.97	98.9	3.8	5.1	-5.1	1.12	96.2	-2.1	8.8
CC1CCN(C(=O)CSc2nnc(CSc3ncccn3)n2C)CC1	1.1	1.11	96.3	-2.6	1.8	-1.8	0.162	103.0	-6.8	10.6
CCc1ccc(NC(=O)N(CCCOC(C)C)C2CCN(C(C)=O)CC2)cc1	1.1	0.88	101.4	-3.2	-6.2	6.2	0.0534	102.9	-5.4	3.3
COC(=O)CN1C(c2ccc(Cl)cc2)=Nc2ccc(Cl)cc2C1c1ccccc1 (configuration not stated)	1	0.73	81.0	9.3	-2.3	2.3	.	91.5	-1.2	25.8
S=C(Nc1ccccc1Cl)NC1CCCCCC1	1	1.2	97.7	-7.0	-0.5	0.5	0.0628	105.5	1.9	9.5
Cc1cccc(NC(=O)CSc2nccn2C)c1	.	.	100.2	-8.9	1.8	-1.8	.	108.2	.	2.8
CC(C)N(C)C1CCN(C(=O)Nc2ccc(Cl)c(Cl)c2)CC1	1	0.92	94.1	-3.9	0.6	-0.6	.	101.9	-2.8	11.3

This is a random part of the collection (roughly 7.1% active in at least one column).
